# Compound activity (PubChem)
# Pf growth 48h – inhibits P. falciparum growth in the first generation, 48 h; Potency, µM (doses to about 28.7 µM), for the others: at the highest dose activity change, negative = inhibition, hits mostly inhibitors; AID 504832; actives 5.9% (n = 310,000); P. falciparum luciferase growth in erythrocytes, 48 h
#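 Parasite viability was followed by luminescence of a genomically integrated firefly luciferase. Cultures held 0.1% parasitemia at 2% hematocrit (final), incubated under 5% CO2 at 37 C.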
# LmPK inhibitor – blocks Leishmania mexicana pyruvate kinase activity | purified LmPK, Kinase-Glo ATP luminescence, 1 h | Potency, µM (doses to about 57.5 µM), without a hit: at the top dose activity change, negative = inhibition, actives largely listed as inhibitors | actives 0.37% (n = 290,000) | AID 1721
# Target sequence (Q27686 whole entry, looked up): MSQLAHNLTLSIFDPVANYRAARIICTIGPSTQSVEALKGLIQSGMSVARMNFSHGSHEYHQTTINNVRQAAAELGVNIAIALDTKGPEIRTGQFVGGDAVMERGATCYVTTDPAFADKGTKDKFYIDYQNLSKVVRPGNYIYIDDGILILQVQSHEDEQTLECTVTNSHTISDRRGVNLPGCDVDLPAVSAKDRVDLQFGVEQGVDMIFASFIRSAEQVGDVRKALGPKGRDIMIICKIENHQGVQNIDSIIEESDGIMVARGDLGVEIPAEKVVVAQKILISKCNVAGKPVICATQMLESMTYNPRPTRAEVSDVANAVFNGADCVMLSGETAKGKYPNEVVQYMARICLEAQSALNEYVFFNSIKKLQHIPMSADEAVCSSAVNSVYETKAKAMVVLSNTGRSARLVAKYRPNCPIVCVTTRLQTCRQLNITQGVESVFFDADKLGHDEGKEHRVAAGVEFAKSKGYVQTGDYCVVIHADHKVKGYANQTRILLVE
#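 Kinase-Glo luminescence read after 1 h RT reaction of 0.1 nM LmPK with 0.5 mM PEP and 0.1 mM ADP. Activity scaled between uninhibited and enzyme-free controls.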
# Pf growth 96h – P. falciparum growth inhibition at 96 hour, primary screen for plastid delayed-death inhibitors. P. falciparum luciferase reporter growth, 96 h. Potency, µM (top dose mostly 28.7 µM), for the others: at the highest dose activity change, negative = inhibition, actives largely listed as inhibitors. actives 6.9% (n = 320,000). AID 504834
#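 Delayed-death screen, second-generation endpoint: infected erythrocytes, 2% hematocrit, 0.05% parasitemia final; 96 hours at 37 C, 5% CO2; luciferase detection reagent; luminescence decrease equals reduced growth.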
# HCV inhibitor – blocks hepatitis C virus; Huh7.5.1 HCVcc-Cre infection, luciferase reporter, 44 h; Potency, µM (top dose mostly 41.8 µM), inactives show at the top dose activity change, negative = inhibition, most hits filed as inhibitors; actives 3.4% (n = 340,000); AID 651820
#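 Cells seeded at 1,000/well and cultured 4 h, then compounds added followed by HCVcc-Cre virus (~0.5 moi). After 44 h further culture, luciferase substrate was added, plates held 15 min at room temperature, and luminescence read for 15 sec.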
# TbPYK inhibitor – inhibitors of Trypanosoma brucei pyruvate kinase; AID 624173; Potency, µM (doses to about 76.8 µM), for the others: at the top dose activity, negative = inhibition, actives largely listed as inhibitors; TbPYK enzyme, Kinase-Glo Plus ATP luminescence, 45 min; actives 0.12% (n = 410,000); Q57TT1; note: nearly all actives have a fitted effect of over 50% in size
#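 ADP (130 uM final) triggers the TbPYK reaction after compound addition; incubation is 45 min at room temperature. Kinase-Glo Plus is then added and luminescence imaged. Normalized data are fitted to concentration-effect curves.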
# Sm TGR block – blocks Schistosoma mansoni thioredoxin glutathione reductase; purified TGR, DTNB reduction, TNB absorbance 405 nm; Potency, µM (top dose mostly 114 µM), without a hit: at the highest dose activity change, negative = inhibition, usual class: inhibitors; actives 3% (n = 360,000); note: nearly all actives have a fitted effect of over 60% in size
#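 Kinetic colorimetric format: TGR-catalysed, NADPH-driven DTNB reduction monitored via TNB absorbance. Enzyme dispensed at 20 nM; compound exposure 15 min at room temperature before reaction start.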
# Starred values were filed as active, the others as inactive; ? = inconclusive; / = not tested or not shown; & = joins results of further samples; [ ] = another dose, or the depositor's remark. Calls come from the whole dose curve; as a rule, active = well fitted curve in the direction sought with a large enough effect; inconclusive = small, poorly fitted or top-dose-only effect, or another doubt; inactive = no such curve, though single readings can be large; an effect the other way counts as inactive or inconclusive. % is set by controls: 0 for no effect and ±100 for the full control effect; potency is the fitted concentration of half-maximal effect. Not a hit list; any-hit rate near 16%.
mol,Pf growth 48h,LmPK inhibitor,Pf growth 96h,HCV inhibitor,TbPYK inhibitor,Sm TGR block
CSCCC(NC(=O)c1ccccc1C)C(=O)O (stereo unspecified),43%[activator],2%,23%,16%,-5%,3%
CN(CC(=O)Nc1cccc(F)c1)C(=O)c1cc([N+](=O)[O-])ccc1N1CCCCC1,?,/,?,?,2%,5%
C/C(=C\c1ccccc1F)C(=O)c1c(C)cc(C)[nH]c1=O,-7%,2%,?,20%,-16%,8%
c1ccc(Nc2nc(N3CCCCC3)nc(N3CCCCC3)n2)cc1,/,15%,9.3µM*,0%,-14%,?
O=C(COC(=O)/C=C/c1cccs1)Nc1cccc(S(=O)(=O)N2CCOCC2)c1,?,0%,1%,-15%,-1%,5%
O=C(N/N=C/c1cc2c(cc1[N+](=O)[O-])OCO2)c1ccc2c(c1)OCO2,18%,-2%,-29%,-25%,-21%,2%
Cc1ccc(N=C2NC(=O)/C(=C/c3cccnc3)S2)c(C)c1,?,-1%,?,21%,0%,-3%
O=c1ccc2ccc(Oc3ccc([N+](=O)[O-])cc3[N+](=O)[O-])cc2o1,0%,-1%,-16%,?,/,40µM*
Cc1noc(C)c1C(=O)OCC(=O)Nc1ccccc1Oc1ccccc1,/,-2%,25%,1%,-19%,-6%
CC(=O)Nc1sc(C)c(C)c1C(=O)OCC(=O)NCc1ccc(Cl)cc1,?,/,18%,-23%,3%,-11%
O=S(=O)(Nc1ccc(N2CCOCC2)cc1)c1ccc(F)cc1,18%,1%,-25%,16%,-6%,-32%
CCOc1ccc(/C=c2\sc3nc(-c4ccco4)nn3c2=O)cc1OCC,7%,1%,?,18%&24%,-2%,?
CCN(CC)S(=O)(=O)c1cc(NS(=O)(=O)c2c(Cl)cccc2Cl)ccc1C,-15%,-1%,-29%,27%,-13%,-2%
CCOC(=O)CNC(=S)N(Cc1ccc(C)cc1)Cc1ccc(C)o1,-6%,2%,-24%,12%,2%,-14%
COc1cc(C(=O)N2CCN(Cc3ccc4c(c3)OCO4)CC2)c([N+](=O)[O-])cc1OC,3%,-1%,50%[activator],?,0%,-2%
Cc1cccc(NC(=O)c2cc(NC(=O)C3CCCCC3C(=O)O)ccc2N2CCCCC2)c1 (stereo unspecified),-25%,2%,-1%,?,-9%,0%
Cc1cc2c3ccccc3ncn2n1,8%,-2%,40%[activator],-30%,-2%,12%
COc1cccc(-c2nnc(SCC(=O)Nc3ccc4c(c3)OCCO4)n2Cc2ccco2)c1,?,4%,?,-18%,-18%,-25%
CNc1nc(-c2ccc3c(c2)CCN3C(=O)CC(C)(C)C)c(C)s1,22%,-5%,14%,-16%,-14%,8%
Cc1cc(C)nc(SCC(=O)c2ccc(F)cc2)n1,-18%,-6%,222%[activator],-9%,-4%,-21%
Cc1nn(CC(=O)OCC(=O)NC(C)c2ccccc2)c(C)c1[N+](=O)[O-] (stereo unspecified),13%,3%,22%,7%,-12%,7%
CN(C(=O)Nc1ccc(S(=O)(=O)N(C)C)cc1)C1CCCCC1,-8%,2%,4%,24%,-12%,-1%
CCOCCCNCc1ccc(Cl)cc1,19%,4%,37%[activator],0%,-1%,-1%
CC(=O)c1cccc(OCC(=O)NC2CCCCCC2)c1,-11%,/,29%,11%,2%,-7%
NS(=O)(=O)c1cc(C(=O)OCC(=O)Nc2ccc(N3CCCCC3)cc2)ccc1Cl,43%[activator],2%,43%[activator],14%,-7%,6%

# The list goes on:
SMILES | Pf growth 48h | LmPK inhibitor | Pf growth 96h | HCV inhibitor | TbPYK inhibitor | Sm TGR block
COCCN1C(=O)NC(=O)/C(=C\c2ccc(Br)cc2)C1=O | 85%[activator] | -4% | ? | -4% | ? | ?
CC(C)N1CCN(S(=O)(=O)c2ccccc2)CC1 | 12% | -9% | 13% | 10% | -8% | 11%
O=C(NNC(=O)c1cccc(C(F)(F)F)c1)c1ccncc1 | / | -4% | 20% | 19% | 0% | -2%
O=C(Nc1ccccc1C(=O)O)/C(=C/c1ccc([N+](=O)[O-])cc1)NC(=O)c1ccc(Br)o1 | 2% | 2% | 79%[activator] | 18% | 4% | ?
COC(=O)COc1ccc(/C=N/NC(=O)CN(c2ccccc2OC)S(=O)(=O)c2ccccc2)cc1 | -22% | 2% | ? | ? | -1% | 4%
CC(=O)Nc1ccc(S(=O)(=O)NCCC(=O)OCc2ccccc2F)cc1 | ? | / | -8% | -5% | 2% | -13%
CC1OC(Oc2ccc3ccc(=O)oc3c2-c2c(O)ccc3cc(Oc4ccc5ccc(=O)oc5c4)c(=O)oc23)C(O)C(O)C1O (stereo unspecified) | -10% | -3% | ? | 21% | 1% | -11%
CCCCn1c(N)c(N(CC)C(=O)CSCC(=O)Nc2ccc(OC)cc2)c(=O)[nH]c1=O | ? | / | 12% | 5% | 0% | -10%
Cc1ccc(CS(=O)(=O)Cc2ccc(C(=O)NCc3cccs3)o2)cc1 | -17% | 1% | ? | -4% | 6% | -17%
CC(O)c1ccc2c(c1)OCCOCCN(C)CCOCCO2 (stereo unspecified) | 0% | -2% | -2% | 11% | 3% | -28%
Cc1cc(Cl)ccc1Oc1nccc(N(C)C)c1C#N | 25% | 2% | ? | ? | -8% | 4%
COCCNC(=O)CSc1ccc(Cl)cc1 | -2% | 0% | 57%[activator] | 9% | 0% | 18%
Cc1ccc(S(=O)(=O)N2CCC(C)CC2)cc1 | 9% | -1% | 0% | 15% | 6% | -2%
COCCn1c(N)c(C(=O)NS(=O)(=O)c2ccc(C)cc2)c(=O)[nH]c1=O | ? | -2% | ? | 21% | 2% | 4%
COc1cc(C2C3=C(CCCC3=O)Nc3[nH]n(-c4ccccc4)c(=O)c32)ccc1OC(C)=O (stereo unspecified) | ? | -4% | 4% | -28% | 8% | -32%

# Copied from the listing, eleven compounds:
SMILES | Pf growth 48h | LmPK inhibitor | Pf growth 96h | HCV inhibitor | TbPYK inhibitor | Sm TGR block
COCCN1C(=O)NC(=O)/C(=C\c2ccc(Br)cc2)C1=O | 85%[activator] | -4% | ? | -4% | ? | ?
CC(C)N1CCN(S(=O)(=O)c2ccccc2)CC1 | 12% | -9% | 13% | 10% | -8% | 11%
O=C(NNC(=O)c1cccc(C(F)(F)F)c1)c1ccncc1 | / | -4% | 20% | 19% | 0% | -2%
O=C(Nc1ccccc1C(=O)O)/C(=C/c1ccc([N+](=O)[O-])cc1)NC(=O)c1ccc(Br)o1 | 2% | 2% | 79%[activator] | 18% | 4% | ?
COC(=O)COc1ccc(/C=N/NC(=O)CN(c2ccccc2OC)S(=O)(=O)c2ccccc2)cc1 | -22% | 2% | ? | ? | -1% | 4%
CC(=O)Nc1ccc(S(=O)(=O)NCCC(=O)OCc2ccccc2F)cc1 | ? | / | -8% | -5% | 2% | -13%
CC1OC(Oc2ccc3ccc(=O)oc3c2-c2c(O)ccc3cc(Oc4ccc5ccc(=O)oc5c4)c(=O)oc23)C(O)C(O)C1O (stereo unspecified) | -10% | -3% | ? | 21% | 1% | -11%
CCCCn1c(N)c(N(CC)C(=O)CSCC(=O)Nc2ccc(OC)cc2)c(=O)[nH]c1=O | ? | / | 12% | 5% | 0% | -10%
Cc1ccc(CS(=O)(=O)Cc2ccc(C(=O)NCc3cccs3)o2)cc1 | -17% | 1% | ? | -4% | 6% | -17%
CC(O)c1ccc2c(c1)OCCOCCN(C)CCOCCO2 (stereo unspecified) | 0% | -2% | -2% | 11% | 3% | -28%
Cc1cc(Cl)ccc1Oc1nccc(N(C)C)c1C#N | 25% | 2% | ? | ? | -8% | 4%

# Next part
SMILES | Pf growth 48h | LmPK inhibitor | Pf growth 96h | HCV inhibitor | TbPYK inhibitor | Sm TGR block
COc1ccc(C(=O)Nn2c(C)nc3ccccc3c2=O)cc1 | 31%[activator] | 1% | 0% | 12% | -14% | 4%
C#CCOCCOCCOCCNc1nc(N2CCN(C(=O)C([C@@H](C)CC)n3cc(C(N)Cc4ccc(O)cc4)nn3)CC2)nc(N2CCN(C(=O)[C@H](CCC(=O)O)n3cc(C(N)CC(C)C)nn3)CC2)n1 (stereo partly specified) | 39%[activator] | -1% | 53%[activator] | -6% | -3% | -3%
CCCCN(CC)CCNC(=O)c1cc2c(=O)n(C)c3ccccc3c2n1C | / | 1% | -6% | ? | 4% | -32%
COc1ccc(-c2cc(C(F)(F)F)n3ncc(C(=O)N(C)Cc4ccccc4)c3n2)cc1 | ? | -10% | ? | ? | -1% | -2%
COc1ccc(C(=O)NCc2ccc3c(c2)cc(C)n3C)cc1OC | ? | 1% | ? | -3% | 1% | -2%
CC(C)C(C(=O)Nc1sc2c(c1C#N)CCCCC2)N1C(=O)c2ccccc2C1=O (stereo unspecified) | -14% | -1% | ? | 0% | 1% | 2%
CC1CCCc2sc3ncn(N)c(=N)c3c21 (stereo unspecified) | 8% | -6% | -28% | ? | 5% | 9%
CCCCN1CC(=O)N2[C@H](c3ccc(OC)cc3)[C@@H]3C(=O)N(CC)C(=O)[C@@H]3[C@]2(Cc2ccccc2)C1=O | 4% | -7% | 53%[activator] | 13% | 0% | 2%
CCOC(=O)C1(CCOc2ccccc2)CCN(Cc2ccc(OCCO)cc2)CC1 | ? | -6% | ? | ? | -1% | 5%
COCCn1c(SCC(=O)Nc2ccc(C(C)=O)cc2)nc2c([nH]c3ccccc32)c1=O | 59%[activator] | 1% | 0% | -19% | 4% | 7%
Cc1ncc([N+](=O)[O-])n1CCOC(=O)NC(Nc1ccc(F)cc1)C(Cl)(Cl)Cl (stereo unspecified) | 8.3µM* | 1% | 6.6µM* | -1% | 3% | -25%
CCc1ccccc1N/N=C(/C)c1c(O)cc(C)oc1=O | -24% | 2% | 357%[activator] | 16% | -4% | ?
O=C(Nc1ccccc1)c1ccc(Br)c(S(=O)(=O)Nc2cccnc2)c1 | 16% | 6% | ? | 17% | 2% | 6%
CCOC(=O)CNC(=O)Cn1cnc2c(nnn2-c2cccc(Cl)c2)c1=O | 9% | 3% | -14% | 8% | -3% | -21%
Cc1c(Cl)cccc1-n1c(SCC(=O)N(C)Cc2ccccc2)nnc1-c1ccncc1 | ? | 4% | / | -5% | / | 3%

# Compound profiles, from the list above. Values in the order: Pf growth 48h, LmPK inhibitor, Pf growth 96h, HCV inhibitor, TbPYK inhibitor, Sm TGR block
# Record of CCOC(=O)C1(CCOc2ccccc2)CCN(Cc2ccc(OCCO)cc2)CC1 → ?, -6%, ?, ?, -1%, 5%
# Record of O=C(Nc1ccccc1)c1ccc(Br)c(S(=O)(=O)Nc2cccnc2)c1 → 16%, 6%, ?, 17%, 2%, 6%

# (cont.)
SMILES | Pf growth 48h | LmPK inhibitor | Pf growth 96h | HCV inhibitor | TbPYK inhibitor | Sm TGR block
CCOC(=O)/C=C/C(=O)Nc1ccc(S(=O)(=O)N2CCCCCC2)cc1 | -9% | 1% | 12µM* | -20% | 3% | ?
O=C(Cc1nnc(NC(=O)Nc2ccc(F)cc2)s1)Nc1ccccc1 | -2% | 0% | 2% | 6% | -7% | /
O=C(NC1CC1)C1=C[C@H](c2ccc(C(F)(F)F)cc2)C[C@H](OCc2ccc(CO)cc2)O1 | ? | 3% | ? | -36% | -1% | ?
COc1ccc(C)cc1S(=O)(=O)NCC(c1cccnc1)N1CCc2ccccc2C1 (stereo unspecified) | ? | 7% | 70%[activator] | 10% | -3% | -10%
COc1cc(/C=C(/C#N)c2ccc(F)cc2)ccc1OCc1ccc(C(=O)O)o1 | -4% | 0% | / | 1%&-3% | -9% | 0%
O=C(CN(Cc1ccc(F)cc1)C(=O)CCC(=O)Nc1ccccn1)NCc1ccco1 | / | 0% | ? | -1% | -6% | -1%[11.4 µM]
CC(C)CC(=O)c1c[nH]c(C(=O)NCc2ccccc2)c1 | -10% | 7% | -11% | -2% | 2% | 15%
